TR SRC2 fluor cs = Total Fluorescence Counterscreen for Inhibitors of the Interaction of Thyroid Hormone Receptor and Steroid Receptor Coregulator 2; TRb/SRC2 Texas Red total fluorescence interference; Potency, µM (top dose mostly 106 µM), inactives show at the highest dose fluorescence change, negative = quenching; 280,000 tested, 0.29% active; active means well fitted curve in either direction with a large enough effect; inconclusive means small, poorly fitted or top-dose-only effect; further: potency means the concentration at half of the fitted maximal effect; on the % scale 0 is the no-effect control and ±100 the full control effect
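Human TRβ ligand-binding domain (0.6 uM) and Texas Red SRC2 peptide (20 nM) in Tris buffer with 1 uM T3 and 5% DMSO were incubated with pinned compound for 5 hr at ambient temperature. Total fluorescence was computed as S + 2P (555/632 nm).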
GLA spleen mod = qHTS Assay for Inhibitors and Activators of Human alpha-Galactosidase From Spleen Homogenate | Alpha-galactosidase A (Homo sapiens), P06280 | human spleen homogenate, 4MU-alpha-Gal fluorescence, 40 min | Potency, µM (titrated, usually from 80 µM), inactives show top-dose activity change, negative = inhibition, actives largely listed as inhibitors | 240,000 tested, 0.008% active | AID 2107, 2009;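 further: potency means the concentration at half of the fitted maximal effect; 0% = enzyme with vehicle and -100% = no enzyme basal signal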
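Human spleen homogenate (1 ug) was the enzyme source, with 4-methylumbelliferyl-alpha-D-galactopyranoside (1 mM final) in pH 5.0 citrate buffer with 0.01% Tween-20. Compounds were titrated; after 40 min at 37C, NaOH/glycine stop, 4-MU fluorescence read; AC50 from Hill fits.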
Tau FP inhib = qHTS for Inhibitors of Tau Fibril Formation, Fluorescence Polarization. Potency, µM (top dose mostly 57.7 µM), inactives show at the top dose activity, negative = inhibition, actives largely listed as inhibitors. K18 P301L tau heparin fibrillization, Alexa594 FP, 6 h. Microtubule-associated protein tau (Homo sapiens), P10636. AID 1468, 2008. 280,000 tested, 0.39% active; further: potency means the concentration at half of the fitted maximal effect; on the % scale 0 is the no-effect control and ±100 the full control effect; nearly all actives have a fitted effect of over 55% in size
Target sequence (P10636 561-689 P618L limits assumed): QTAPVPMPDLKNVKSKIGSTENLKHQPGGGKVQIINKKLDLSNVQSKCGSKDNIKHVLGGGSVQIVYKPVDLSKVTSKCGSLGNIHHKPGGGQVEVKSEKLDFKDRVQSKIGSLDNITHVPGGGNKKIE
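FP of Alexa 594-tau after heparin (20 uM) induction. Substrate: human K18 P301L, 15 uM unlabeled, 0.24 uM labeled. Buffer 100 mM sodium acetate pH 7. 6 hr, 37 C.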
CBFb RUNX1 block = qHTS Assay for Compounds Blocking the Interaction Between CBF-beta and RUNX1 for the Treatment of Acute Myeloid Leukemia | AlphaScreen CBFb-His/RUNX1-biotin binding, biochemical | Potency, µM (doses to about 59.8 µM), without a hit: at the highest dose activity, negative = inhibition, actives largely listed as inhibitors | 230,000 tested, under 10 active; further: % of control where 0% means no effect
Target sequence (Q01196 whole entry, looked up): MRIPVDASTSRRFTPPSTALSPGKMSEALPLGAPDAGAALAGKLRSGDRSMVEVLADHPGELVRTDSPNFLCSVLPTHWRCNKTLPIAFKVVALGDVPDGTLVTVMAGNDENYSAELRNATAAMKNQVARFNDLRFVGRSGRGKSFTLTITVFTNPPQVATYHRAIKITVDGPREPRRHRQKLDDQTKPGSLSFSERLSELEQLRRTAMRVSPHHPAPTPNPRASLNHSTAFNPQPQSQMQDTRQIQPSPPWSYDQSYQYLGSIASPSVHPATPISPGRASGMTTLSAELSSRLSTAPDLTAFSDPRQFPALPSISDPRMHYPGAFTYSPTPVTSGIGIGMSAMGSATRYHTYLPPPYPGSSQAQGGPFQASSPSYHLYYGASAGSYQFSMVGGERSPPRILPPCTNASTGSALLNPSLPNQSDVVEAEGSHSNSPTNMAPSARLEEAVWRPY
Target sequence (Q13951 whole entry, looked up): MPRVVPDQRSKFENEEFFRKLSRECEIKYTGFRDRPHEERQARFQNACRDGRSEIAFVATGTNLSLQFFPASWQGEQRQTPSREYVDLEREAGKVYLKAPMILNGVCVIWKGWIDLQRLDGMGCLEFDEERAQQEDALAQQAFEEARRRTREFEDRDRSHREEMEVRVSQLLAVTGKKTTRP
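Bead-based AlphaScreen assay; binding partners His-tagged CBF-beta and biotinylated RUNX1 at 30 nM each. Compound exposure 15 min after a 20-min protein preincubation; bead step 90 min; all steps at room temperature.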
TRb-SRC2 inh = qHTS for Inhibitors of the Interaction of Thyroid Hormone Receptor and Steroid Receptor Coregulator 2; 280,000 tested, 0.065% active; TRbeta-SRC2 peptide binding, fluorescence polarization; receptor liganded with 1 µM T3; Potency, µM (series often up to 106 µM), for the others: top-dose activity change, negative = inhibition, actives largely listed as inhibitors; Thyroid hormone receptor beta (Homo sapiens), P10828; AID 1469, 2008;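 further: potency means the concentration at half of the fitted maximal effect; plate controls were bound peptide for no effect and peptide without receptor for full effect; nearly all actives have a fitted effect of over 50% in size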
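TRb LBD 0.6 uM + Texas Red SRC2 peptide 20 nM, 1 uM T3, Tris buffer w/ 5% DMSO; compound pinned, 5 h RT; FP read ex 555/em 632; normalized to unbound and bound controls.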
Epigenetic reg = Quantitative High-Throughput Screen for Regulators of Epigenetic Control | murine LDR cells, GFP reporter derepression, 30 h | AID 1865, 2009 | 280,000 tested, 0.2% active | Potency, µM (titrated, usually from 53.9 µM), for inactives: at the top dose GFP activation, actives largely listed as activators; further: potency means the concentration at half of the fitted maximal effect; % of control where 0% means no effect; nearly all actives have a fitted effect of over 60% in size
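Murine LDR cells bearing a silenced CMV-driven GFP reporter were exposed to compound for 30 h at 37 C. After PBS washes, GFP-positive cells (20-120 um objects) counted by laser-scanning microplate cytometry.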
Tau fluor cs = Counterscreen qHTS for Inhibitors of Tau Fibril Formation, Fluorescence Polarization | tau K18 P301L Alexa594 fluorescence, heparin fibrillization | Potency, µM (titrated, usually from 57.7 µM), inactives show top-dose activity change, negative = decrease | 280,000 tested, 0.93% active; further: potency means the concentration at half of the fitted maximal effect; on the % scale 0 is the no-effect control and ±100 the full control effect; nearly all actives have a fitted effect of over 55% in size
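Human tau K18 P301L (15 uM unlabeled, 0.24 uM Alexa 594-labeled) in 100 mM sodium acetate pH 7 with 20 uM heparin, 6 hr at 37 C. ThT 30 uM added, 1 hr ambient; Alexa 594 FP and total fluorescence read at 555/632 nm.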
NPSR antagonist = qHTS Assay for Antagonists of the Neuropeptide S Receptor: cAMP Signal Transduction. AID 1461, 2008. CHO-NPSR cells, cAMP TR-FRET, antagonist mode. 220,000 tested, 1% active. Potency, µM (top dose mostly 38.3 µM), without a hit: at the top dose activity change, negative = inhibition, hits mostly inhibitors; further: potency means the concentration at half of the fitted maximal effect; on the % scale 0 is the no-effect control and ±100 the full control effect; nearly all actives have a fitted effect of over 50% in size; many of its hits are not listed in these tables
* hit, by the source's call; & = joins results of further samples; [ ] = remark or other dose. Unless noted, the call rests on the fitted dose curve; in most records, active means well fitted curve in the direction sought with a large enough effect; inconclusive means small, poorly fitted or top-dose-only effect, or another doubt; inactive means no such curve, though single readings can be large; an effect the other way counts as inactive or inconclusive.

Results for CN(C)C(=O)C(NC(=O)c1ccccc1)=C(Cl)Cl ?
TR SRC2 fluor cs: -2%; GLA spleen mod: -1%; Tau FP inhib: -3%; CBFb RUNX1 block: -3%; TRb-SRC2 inh: 8%; Epigenetic reg: -2.2%; Tau fluor cs: 2%; NPSR antagonist: 11%

Results for CCN(C(=O)CSc1nc2ccc([N+](=O)[O-])cc2s1)C1CCS(=O)(=O)C1 (stereo unspecified) ?
TR SRC2 fluor cs: 0%; GLA spleen mod: -15%; Tau FP inhib: inconclusive; CBFb RUNX1 block: -9%; TRb-SRC2 inh: -7%; Epigenetic reg: -0.1%; Tau fluor cs: -14%; NPSR antagonist: 1%

How did COc1ccc(Nc2ncc(C(=O)N3CCN(c4ccccc4OC)CC3)c3ccccc23)cc1 do in these assays?
TR SRC2 fluor cs: -2%&-5%; GLA spleen mod: -6%; Tau FP inhib: inconclusive; CBFb RUNX1 block: -3%; TRb-SRC2 inh: 7%&-10%; Epigenetic reg: -0.6%&-2.3%; Tau fluor cs: inconclusive; NPSR antagonist: -17%[46.1 µM]

Results for CCCCNC(=O)CC1N=C2c3ccccc3N=C(SCC(=O)Nc3cccc(C)c3)N2C1=O (stereo unspecified) ?
TR SRC2 fluor cs: 0%[53 µM]; GLA spleen mod: 17%; Tau FP inhib: 10%; CBFb RUNX1 block: 0%; TRb-SRC2 inh: -11%[53 µM]; Epigenetic reg: -1.1%; Tau fluor cs: -3%; NPSR antagonist: -14%[46.1 µM]

How did COc1ccc(C=NCC2OCCc3ccccc32)cc1OC (stereo unspecified) do in these assays?
TR SRC2 fluor cs: -1%; GLA spleen mod: 7%; Tau FP inhib: -1%; CBFb RUNX1 block: -7%; TRb-SRC2 inh: 2%; Epigenetic reg: -1.6%; Tau fluor cs: -1%; NPSR antagonist: 7%

Results for COc1ccc(C)cc1N(CC(=O)N1CCc2ccccc2C1)S(C)(=O)=O ?
TR SRC2 fluor cs: -2%; GLA spleen mod: 0%; Tau FP inhib: 0%; CBFb RUNX1 block: 5%; TRb-SRC2 inh: 6%; Epigenetic reg: -3.1%; Tau fluor cs: 0%; NPSR antagonist: -21%

Results for COC(=O)C(NC(=O)c1ccco1)(Nc1ccc(Br)cn1)C(F)(F)F (stereo unspecified) ?
TR SRC2 fluor cs: 1%; GLA spleen mod: -13%; Tau FP inhib: -1%; CBFb RUNX1 block: 1%; TRb-SRC2 inh: -3%; Epigenetic reg: -1.4%; Tau fluor cs: -11%; NPSR antagonist: -12%[46.1 µM]

What do the screens show for `CCOC(=O)c1c(-c2ccccc2Cl)csc1NC(=O)c1cc(S(=O)(=O)N2CCOCC2)ccc1C`?
TR SRC2 fluor cs: -5%; GLA spleen mod: -3%; Tau FP inhib: -1%; CBFb RUNX1 block: 6%; TRb-SRC2 inh: 3%; Epigenetic reg: 1.0%; Tau fluor cs: 2%; NPSR antagonist: -24%

How did NC(=O)C1(N2CCCCC2)CCN(C(=O)c2ccc(C#Cc3ccccc3)o2)CC1 do in these assays?
TR SRC2 fluor cs: 2%; GLA spleen mod: 1%; Tau FP inhib: 3%; CBFb RUNX1 block: -3%; TRb-SRC2 inh: -1%; Epigenetic reg: -0.9%; Tau fluor cs: -1%; NPSR antagonist: inconclusive

Results for Cc1cc(=O)[nH]c(N/N=C/c2c(C)nn(-c3ccccc3)c2Cl)n1 ?
TR SRC2 fluor cs: -4%; GLA spleen mod: 3%; Tau FP inhib: 12%; CBFb RUNX1 block: 5%; TRb-SRC2 inh: 1%; Epigenetic reg: 1.6%; Tau fluor cs: -7%; NPSR antagonist: -19%

How did Cc1ccc(C(=O)c2cn(Cc3ccccc3F)c3cc4c(cc3c2=O)OCO4)cc1 do in these assays?
TR SRC2 fluor cs: 0%; Tau FP inhib: -11%; TRb-SRC2 inh: -1%; Epigenetic reg: -0.3%; Tau fluor cs: -16%

How did Cc1ccc(S(=O)(=O)N[C@H](C(=O)Oc2ccc3c(C(F)(F)F)cc(=O)oc3c2)c2ccccc2)cc1 do in these assays?
TR SRC2 fluor cs: 1%; GLA spleen mod: -11%; Tau FP inhib: 2%; CBFb RUNX1 block: 5%; TRb-SRC2 inh: 2%; Epigenetic reg: -1.2%; Tau fluor cs: 5%; NPSR antagonist: 12%[46.1 µM]

How did COc1ccc(Nc2oc(-c3ccc(COc4ccccc4C)o3)nc2C#N)cc1 do in these assays?
TR SRC2 fluor cs: 5%; Tau FP inhib: -1%; TRb-SRC2 inh: 8%; Epigenetic reg: 4.3%; Tau fluor cs: inconclusive

How did COc1cc(C)ccc1N(CCCN1C(=O)c2cccc3cccc(c23)C1=O)C(=O)c1cccs1 do in these assays?
TR SRC2 fluor cs: -5%; GLA spleen mod: -1%; Tau FP inhib: 0%; CBFb RUNX1 block: -14%; TRb-SRC2 inh: 2%; Epigenetic reg: 0.0%; Tau fluor cs: -19%; NPSR antagonist: -7%[46.1 µM]

How did Cc1noc2ncnc(N3CCN(c4ccccc4F)CC3)c12 do in these assays?
TR SRC2 fluor cs: -1%; Tau FP inhib: 1%; TRb-SRC2 inh: -9%; Epigenetic reg: -1.3%; Tau fluor cs: -3%

Results for COC(=O)C1=C(C)NC(C)=C(C(=O)OC)C1C(=O)OC1CCCCC1=O (stereo unspecified) ?
TR SRC2 fluor cs: 1%; GLA spleen mod: 4%; Tau FP inhib: 0%; CBFb RUNX1 block: 6%; TRb-SRC2 inh: -3%; Epigenetic reg: -13%; Tau fluor cs: 7%; NPSR antagonist: -6%[46.1 µM]

What do the screens show for `Cc1ccc(CNC(=O)CNC(=O)c2c(C)nn(C)c2Cl)cc1`?
TR SRC2 fluor cs: -3%; GLA spleen mod: 4%; Tau FP inhib: 3%; CBFb RUNX1 block: 14%; TRb-SRC2 inh: 5%; Epigenetic reg: -1.8%; Tau fluor cs: 0%; NPSR antagonist: 11%

What do the screens show for `COC(=O)C(C)Sc1ccc2nnc(-c3ccc(F)cc3)n2n1` (stereo unspecified)?
TR SRC2 fluor cs: 0%; GLA spleen mod: 8%; Tau FP inhib: 0%; CBFb RUNX1 block: 4%; TRb-SRC2 inh: 1%; Epigenetic reg: 0.0%; Tau fluor cs: 0%; NPSR antagonist: -14%[46.1 µM]

How did CCc1ccc(N2C(=O)/C(=C/c3cccs3)N(CC(=O)OC)C2=S)cc1 do in these assays?
TR SRC2 fluor cs: 1%; GLA spleen mod: -3%; Tau FP inhib: -11%; CBFb RUNX1 block: -2%; TRb-SRC2 inh: 2%; Epigenetic reg: inconclusive; Tau fluor cs: -5%; NPSR antagonist: -10%[46.1 µM]

Results for COc1ccc(NC(=O)C2(c3ccccc3)CCCC2)cc1 ?
TR SRC2 fluor cs: -1%; GLA spleen mod: -7%; Tau FP inhib: -4%; CBFb RUNX1 block: 6%; TRb-SRC2 inh: -4%; Epigenetic reg: -6.2%; Tau fluor cs: -11%; NPSR antagonist: 26%

Results for N#Cc1ccc(C(=O)Nc2ccc3c(c2)N(C2CCCC2)C(=O)c2ccccc2S3)cc1 ?
TR SRC2 fluor cs: -2%; Tau FP inhib: inconclusive; TRb-SRC2 inh: -11%; Epigenetic reg: 0.8%; Tau fluor cs: inconclusive

How did CCC(=O)Nc1cccc(C2=NOC3(C2)C[C@H](C(N)=O)N(C(=O)Cc2ccc([N+](=O)[O-])cc2)C3)c1 (stereo partly specified) do in these assays?
TR SRC2 fluor cs: 0%; GLA spleen mod: 8%; Tau FP inhib: 7%; CBFb RUNX1 block: 5%; TRb-SRC2 inh: -9%; Epigenetic reg: -0.8%; Tau fluor cs: 9%; NPSR antagonist: 28%

Results for CCCCc1ccc(NC(=O)C2CCN(S(C)(=O)=O)CC2)cc1 ?
TR SRC2 fluor cs: -9%; GLA spleen mod: -9%; Tau FP inhib: 1%; CBFb RUNX1 block: 3%; TRb-SRC2 inh: 3%; Epigenetic reg: 3.1%; Tau fluor cs: -2%; NPSR antagonist: 9%[46.1 µM]

What do the screens show for `CC(C)C(=O)Nc1nnc(COc2ccc(Cl)cc2)s1`?
TR SRC2 fluor cs: -2%; GLA spleen mod: 4%; Tau FP inhib: 2%; CBFb RUNX1 block: 5%; TRb-SRC2 inh: 2%; Epigenetic reg: -1.1%; Tau fluor cs: -6%; NPSR antagonist: 2%

What do the screens show for `Cc1c(Cl)cccc1NC(=O)CCN1CCCCC1`?
TR SRC2 fluor cs: 0%; GLA spleen mod: 6%; Tau FP inhib: -12%; CBFb RUNX1 block: 9%; TRb-SRC2 inh: -1%; Epigenetic reg: 0.9%; Tau fluor cs: 2%; NPSR antagonist: 12%[46.1 µM]

What do the screens show for `CC(=O)NN1C(=O)c2ccccc2NC1c1ccco1` (stereo unspecified)?
TR SRC2 fluor cs: -2%; GLA spleen mod: 4%; Tau FP inhib: -3%; CBFb RUNX1 block: -3%; TRb-SRC2 inh: 4%; Epigenetic reg: 2.4%; Tau fluor cs: -7%; NPSR antagonist: 4%

What do the screens show for `Cc1ccc2c(c1)c1ncn(Cc3ccc(F)cc3)c(=O)c1n2C`?
TR SRC2 fluor cs: -3%; GLA spleen mod: -7%; Tau FP inhib: 7%; CBFb RUNX1 block: 8%; TRb-SRC2 inh: -3%; Epigenetic reg: 0.0%; Tau fluor cs: 1%; NPSR antagonist: -7%

Assay outcomes from PubChem.

A portion of the library (hit frequency here may not be typical).
